Bioassay records as filed in PubChem.
CCHF vOTU inh = blocks the CCHF virus ovarian tumor domain protease. inhibition, % at 11.5 µM. 370,000 tested, 0.55% active. CCHFV vOTU protease, Pep-AMC fluorescence. AID 651958; in the data active means inhibition above about 30%; further: 0% = vehicle wells with enzyme and 100% = no enzyme wells
BoNT F protease = inhibitors of Botulinum neurotoxin F light chain protease; Multiplex microsphere protease cleavage assay, flow cytometry; AID 588497; inhibition, % at 10 µM; 360,000 tested, 0.22% active; in the data active means inhibition above about 35%, passing the limit was not always enough; inconclusive means no clear call, values can overlap the other calls; further: plate controls were buffer without enzyme for full effect and enzyme alone for no effect
BoNT-A LC inh2 = blocks Botulinum neurotoxin A light chain protease; inhibition, % at 10 µM; AID 588499; multiplex microsphere protease substrate cleavage, flow cytometry; 360,000 tested, 0.17% active; further: plate controls were buffer without enzyme for full effect and enzyme alone for no effect
SARS 3CLpro inh = SARS-CoV 3CLpro protease inhibition; P0C6X7; recombinant SARS-CoV 3CLpro, quenched FRET peptide cleavage; inhibition, % at 6 µM; 290,000 tested, 0.14% active; AID 1706; in the data active means inhibition above about 12%
PrPC TRFRET = cell surface PrPC inhibition, primary TR-FRET screen. P04156. inhibition, % at 13.8 µM. 370,000 tested, 0.43% active. TR-FRET read-out; in the data active means inhibition above about 24%; further: 0% = median of the test wells and 100% = reference compound wells
DUSP3 inh = inhibitors of human VHR1 phosphatase (DUSP3); P51452; recombinant VHR phosphatase, pNPP absorbance; inhibition, % at 13.3 µM; 290,000 tested, 0.52% active; in the data active means inhibition above about 50%; further: some compounds called inactive have numbers as strong as hits
Target sequence (P51452 whole entry, looked up): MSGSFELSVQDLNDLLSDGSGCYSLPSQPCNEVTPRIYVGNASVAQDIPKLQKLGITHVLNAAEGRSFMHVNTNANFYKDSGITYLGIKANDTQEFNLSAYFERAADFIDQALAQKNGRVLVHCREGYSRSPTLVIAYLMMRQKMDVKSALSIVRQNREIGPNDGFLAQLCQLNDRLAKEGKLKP
SSB-PriA inh = blocks PriA binding to SSB C-terminal tail; inhibition, % at 33 µM; AlphaScreen SSBct-PriA binding, biotinylated peptide; 430,000 tested, 0.6% active; in the data active means inhibition mostly above about 37%, no sharp cut-off; inactive means mostly below about 20%;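 further: plate controls were negative control peptide for no effect and reference peptide for full effect; strong numbers were not always called active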
Rv3671c protease = inhibitors of M. tuberculosis serine protease Rv3671c; inhibition, % at 5.96 µM; 320,000 tested, 0.048% active; AID 2606; in the data active means inhibition above about 38%;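 further: extracellular domain of Rv3671c used as enzyme; 0% = enzyme with DMSO and 100% = no enzyme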
Target sequence (P9WHR9 whole entry, looked up, the tested form may be a part): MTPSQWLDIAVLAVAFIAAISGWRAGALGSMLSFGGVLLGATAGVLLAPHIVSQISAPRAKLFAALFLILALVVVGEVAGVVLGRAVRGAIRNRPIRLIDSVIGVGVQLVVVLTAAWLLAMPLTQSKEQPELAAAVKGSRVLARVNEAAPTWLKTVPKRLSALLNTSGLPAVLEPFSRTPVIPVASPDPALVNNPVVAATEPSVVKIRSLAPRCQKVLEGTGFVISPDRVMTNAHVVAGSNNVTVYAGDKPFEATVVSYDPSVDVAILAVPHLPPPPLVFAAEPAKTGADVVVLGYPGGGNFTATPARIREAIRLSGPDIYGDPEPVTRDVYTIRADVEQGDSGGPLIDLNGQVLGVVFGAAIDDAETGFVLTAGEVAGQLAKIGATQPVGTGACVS
MazF activator = increases E. coli MazEF RNase cleavage of RNA; 350,000 tested, 0.32% active; P0AE70; activation, % at 20 µM; AID 504720; FAM/BHQ RNA-DNA oligo cleavage fluorescence, 5 h; in the data active means activation above about 50%
Target sequence (P0AE70 whole entry, looked up): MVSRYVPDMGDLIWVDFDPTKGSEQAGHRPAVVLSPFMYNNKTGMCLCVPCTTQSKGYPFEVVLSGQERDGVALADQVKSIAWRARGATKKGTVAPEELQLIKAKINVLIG
Anthrax LF prot = inhibitors of Bacillus anthracis lethal factor protease; multiplex microsphere protease cleavage assay, LF; 360,000 tested, 0.12% active; inhibition, % at 10 µM; further: plate controls were buffer without enzyme for full effect and enzyme alone for no effect
* = called active by the depositor; ? = inconclusive; . = not tested or not shown; & = joins results of further samples. Unless noted, no stated cut-off is given here; in the data, active means inhibition above about 30%; inconclusive means no clear call, values can overlap the other calls; inactive means below that.

SMILES	CCHF vOTU inh	BoNT F protease	BoNT-A LC inh2	SARS 3CLpro inh	PrPC TRFRET	DUSP3 inh	SSB-PriA inh	Rv3671c protease	MazF activator	Anthrax LF prot
Cc1noc(C)c1C(=O)Nc1nc(-c2ccc(F)cc2)cs1	6.3	2.6	1.1	.	-5.7	.	-0.2	-4.0	1.3	-4.2
O=C(O)CCCNc1ccc(S(=O)(=O)Nc2ccccc2C(=O)O)cc1C(=O)O	1.3	-7.4	0.3	2.8	-5.4	18.6	-2.1	-2.7	-0.1	-0.4
O=C(CCNC(=O)c1ccccc1Cl)Nc1nc(-c2ccc(F)cc2)cs1	-11.1	-0.2	-0.1	1.2	10.1	17.6	-5.4	2.0	-2.5	-3.3
Cc1ccc(-c2nn(CC(=O)Nc3cccnc3)c(=O)c3ccccc23)cc1	-2.1	0.0	0.6	1.1	5.3	14.6	-3.5	-4.9	8.8	-3.3
COC(=O)c1ccc(Cn2c(C)c(C(=O)NCc3cccc(C(F)(F)F)c3)sc2=O)o1	6.0	-4.1	-0.9	.	-2.6	.	.	.	.	-17.5
O=C(NCc1ccccc1)c1cccc(NC(=O)C2CCC2)c1	-8.4	-1.2	-0.6	.	-4.4	.	-11.3	.	1.6	-2.9
COc1ccc2[nH]cc(CCNC(=O)C3CCCCC3)c2c1	-5.8	-25.2	-2.2	-5.2	3.2	10.7	-1.8	-1.1	3.3	-20.1
Cc1nnc(SCC(=O)Nc2nccs2)[nH]c1=O	2.1	3.4	-0.2	3.4	1.2	11.7	-1.2	-4.4	2.0	-0.6
Cc1ccc2nc(N3CCN(Cc4nnnn4Cc4ccccc4)CC3)c(C#N)cc2c1	3.6	13.5	24.7	-3.4	-9.2	22.1	-10.8	-25.4	-14.4	16.4
COc1ccc(C(=O)N2CCN(Cc3cn[nH]c3-c3ccc(OC)cc3F)CC2)cc1	-4.9	-8.0	-0.8	-5.5	1.7	17.4	6.9	-1.1	-3.8	0.9

Single entries from above:
BoNT-A LC inh2, Cc1nnc(SCC(=O)Nc2nccs2)[nH]c1=O → -0.2
Anthrax LF prot, COC(=O)c1ccc(Cn2c(C)c(C(=O)NCc3cccc(C(F)(F)F)c3)sc2=O)o1 → -17.5
Rv3671c protease, COc1ccc(C(=O)N2CCN(Cc3cn[nH]c3-c3ccc(OC)cc3F)CC2)cc1 → -1.1
BoNT F protease, Cc1ccc(-c2nn(CC(=O)Nc3cccnc3)c(=O)c3ccccc23)cc1 → 0.0

(more compounds)
SMILES	CCHF vOTU inh	BoNT F protease	BoNT-A LC inh2	SARS 3CLpro inh	PrPC TRFRET	DUSP3 inh	SSB-PriA inh	Rv3671c protease	MazF activator	Anthrax LF prot
C=CCOC(=O)C1=C[C@@H](c2ccc(Br)cc2)[C@H](CCCO)[C@@H](OCC)O1	-2.5	5.7	-0.6	0.2	0.2	-7.7	-2.5	7.5	5.0	-6.4
CN(CC(=O)Nc1ccc(S(=O)(=O)N2CCCC2)cc1)Cc1cccc(Cl)c1Cl	-1.4	-3.4	-0.4	-1.9	4.8	-3.6	-8.7	-4.6	1.7	-1.4
CCOc1cc(Cl)c(S(=O)(=O)NCc2cccnc2)cc1Cl	-1.3	-1.3	1.2	5.0	14.0	16.0	-6.5	0.2	2.0	-5.0
CCc1ccccc1NC(=O)CNC(=O)CNC(=O)C1CCCCC1	2.2	0.1	0.6	.	3.0	.	-14.7	-1.2	11.1	-0.9
CC1CCN(C(=O)CCNS(=O)(=O)c2ccc(Br)cc2)CC1	8.0	6.9	-0.8	.	2.5	.	-7.8	-1.7	-2.8	5.3
CN1C(C(=O)NCc2cccc(C(F)(F)F)c2)CC2Cn3c(nc4ccccc43)C21 (centres undefined)	-4.4	4.8	0.1	.	-10.8	14.9	-4.1	8.2	3.9	-10.0
O=S(=O)(Nc1ccccc1)C1CCCCC1	9.1	3.1	-0.1	.	10.3	.	-5.2	.	-6.2	4.9
Cc1ccc(NP(=O)(Oc2ccccc2)Oc2ccccc2)cc1	-11.0	3.3	-6.2	.	2.2	.	-26.1	.	-6.0	-0.2
Cc1cccc(N(CC(O)CN(C)C)S(=O)(=O)c2ccccc2)c1 (centres undefined)	1.0	-2.5	2.2	3.2	-7.6	-2.1	-10.1	-1.9	9.5	-2.4
COc1ccc(/C=C/C(=O)NC(C)C)cc1Br	0.6	1.3	1.2	-1.8	6.7	13.2	2.1	-7.1	-1.3	-0.6
Cc1[nH]c(=O)[nH]c(=O)c1NC(=O)c1cccs1	1.1	2.3	2.4	-0.2	9.2	10.9	-11.7	0.1	6.8	-5.8
Cc1ccc(S(=O)(=O)N2CCN(C(=O)C(Cc3ccccc3)NC(=O)c3ccccc3)CC2)cc1 (centres undefined)	0.4	-3.6	1.5	.	1.0	.	-8.0	-6.6	-3.0	4.1
Cn1c(=O)n(C)c2cc(S(=O)(=O)O)ccc21	-7.1	-0.7	-1.0	0.7	-3.8	6.0	-6.3	8.2	2.9	-4.8
CCN(Cc1ccccc1)S(=O)(=O)c1cc2[nH]c(=O)c(=O)[nH]c2cc1C	-0.3	-5.4	-0.3	5.6	-8.0	5.5	-9.5	-5.1	6.4	-12.4
O=C(O)C1CC(=O)N(C2CCCCC2)C1c1ccccc1 (centres undefined)	5.8	?	1.2	-2.8	-1.1	10.8	-22.6	0.2	4.1	4.3
COc1ccc(C(=O)NCc2c(C)oc(C)c2C(=O)O)cc1	-9.0	36.4*	1.4	-2.3	2.2	1.7	0.5	6.0	8.4	-4.4
COCCNC(=O)c1ccc2c(=O)n(CCOC)c(=O)[nH]c2c1	-11.5	-22.8	-0.3	-2.0	5.6	39.8	-6.0	-4.9	3.1	1.2
CCOc1ccc2[nH]c(=O)c(CN(CC3CCCN3CC)C(=O)NCc3ccccc3)cc2c1 (centres undefined)	-16.8	6.9	4.3	2.4	-7.0	15.9	5.8	-3.8	10.5	10.1
Cc1cc2n(n1)C(c1ccc3c(c1)OCO3)Nc1ccccc1-2 (centres undefined)	-8.5	5.1	2.3	-3.2	-0.2	1.9	-37.4	5.0	-8.2	-2.4
Cc1ccc(NC(=O)COC(=O)CNC(=O)c2ccc(Cl)cc2Cl)cc1S(=O)(=O)N1CCOCC1	-0.4	.	.	.	2.4	.	5.3	0.1	-2.1	.

2 consecutive records from above, quoted:
SMILES	CCHF vOTU inh	BoNT F protease	BoNT-A LC inh2	SARS 3CLpro inh	PrPC TRFRET	DUSP3 inh	SSB-PriA inh	Rv3671c protease	MazF activator	Anthrax LF prot
Cc1[nH]c(=O)[nH]c(=O)c1NC(=O)c1cccs1	1.1	2.3	2.4	-0.2	9.2	10.9	-11.7	0.1	6.8	-5.8
Cc1ccc(S(=O)(=O)N2CCN(C(=O)C(Cc3ccccc3)NC(=O)c3ccccc3)CC2)cc1 (centres undefined)	0.4	-3.6	1.5	.	1.0	.	-8.0	-6.6	-3.0	4.1

More compounds follow.
SMILES	CCHF vOTU inh	BoNT F protease	BoNT-A LC inh2	SARS 3CLpro inh	PrPC TRFRET	DUSP3 inh	SSB-PriA inh	Rv3671c protease	MazF activator	Anthrax LF prot
Cc1nc(SCC(=O)c2ccccc2)c(C#N)c(-c2ccco2)c1C(=O)NCc1ccco1	7.0	-3.7	1.9	1.8	-26.3	-0.2	-3.7	-7.8	42.9	4.7
CCOC(=O)c1c(-c2ccccc2)csc1NC(=O)CSc1ccccc1	-11.0	1.0	0.3	3.3	4.0	1.3	-10.5	-1.9	5.3	-2.8
Cc1nn(-c2cc(C)c3ccccc3n2)c2c1CCC2	-7.7	10.7	5.5	-2.0	3.2	1.8	-1.9	6.0	-8.8	0.2
O=C(CCC(F)(F)F)N1CCC(CO)(CCc2ccccc2)CC1	1.7	-5.2	0.7	-4.6	5.7	6.5	-8.5	-3.6	-8.8	6.4
Cc1cc(Br)ccc1NC(=O)c1sc2ncnc(N3CCN(c4ccccn4)CC3)c2c1C	11.5	3.1	0.5	8.3	-6.8	-5.9	-13.8	0.8	-24.4	-1.2
CNC(=O)OCc1cocc1COC(=O)NC	13.8	2.6	-0.3	.	0.8	.	.	.	.	-1.9
CC(C)C[C@@H]1O[C@H](CCc2ccccc2)Cc2[nH]c(=S)[nH]c(=O)c21	22.7	-3.4	0.4	.	-3.1	.	.	.	.	2.0
O=C(NCc1ccc(Cl)cc1)C1C2C=CC3(CN(Cc4cccnc4)C(=O)C13)O2 (centres undefined)	-4.3	-9.6	-5.9	-3.3	-6.4	22.1	-2.3	5.7	3.7	-3.0
CC(C)(C)Sc1ccc(/C=N/O)cc1[N+](=O)[O-]	9.6	-11.4	-2.6	0.6	2.3	16.6	.	-7.0	4.4	1.7
COCCn1c(N)c(N(Cc2ccccc2)C(=O)c2ccc(-c3ccc(Cl)cc3)o2)c(=O)[nH]c1=O	16.8	1.8	-6.2	.	-18.2	.	-2.1	-8.5	-1.1	-0.2
CCOC(=O)c1ccc(NC(=S)N2CCN(CCN=CC3=C(O)CC(c4ccccc4)CC3=O)CC2)cc1 (centres undefined)	-9.7	-0.5	0.1	-1.6	7.5	17.9	-11.5	-0.8	4.1	-3.9
CCC1CCCCN1Cc1c(O)ccc2c(=O)c(-c3ccccc3OC)coc12 (centres undefined)	-118.2	4.4	-3.7	.	-1.5	.	-3.4	-0.8	-1.4	-4.4
Cc1ccccc1-c1cnc(C(O)c2ccc(F)cc2C)[nH]1 (centres undefined)	4.8	-5.5	-0.8	.	-3.5	.	.	.	.	-4.9
Cn1ncc(C(=O)Nc2ccc(Cl)cc2)c1C(F)(F)F	12.7	-10.1	-0.1	4.9	1.0	-6.8	-0.9	-2.8	2.9	-1.3
C=C(C)C(=O)OCC(=O)NCc1ccccc1	-13.4	0.7	0.2	6.7	-4.8	-5.2	-6.0	7.9	3.1	-1.8
O=C(CN1CCCCC1)c1ccc(F)cc1	-4.2	1.1	0.3	-0.5	-4.0	17.2	-5.8	-13.0	-7.5	-4.2
O=P(O)(CCc1ccccn1)CN1CCCCC1	9.0	6.4	0.7	-2.2	-5.3	23.4	-19.4	-5.4	11.5	3.5
CC1CCN(c2cc(C#N)c(C#N)cc2[N+](=O)[O-])CC1	7.9	-2.7	-1.1	-3.1	0.2	0.1	-2.9	4.5	10.4	-0.4
Cc1ccc(C)c(N2CCN(S(=O)(=O)c3csc(C(N)=O)c3)CC2)c1	11.0	-10.5	-2.7	2.8	0.8	7.8	9.8	1.2	-1.3	-2.5
COc1ccccc1CCNC(=O)CSc1ccc(-c2cccs2)nn1	10.5	5.4	-0.4	-1.2	2.9	1.2	-16.0&8.9	3.1	2.6	-4.9
Cc1ccc(OCc2ccc(C(=O)Nc3c(C)nn(Cc4c(F)c(F)c(F)c(F)c4F)c3C)o2)c([N+](=O)[O-])c1	5.8	-2.0	-0.3	5.0	6.1	-3.3	8.3	-8.8	0.8	-0.6
O=C(CCN1CCN(c2ccccn2)CC1)Nc1ccc(F)cc1	-2.6	0.2	-0.5	0.8	-4.2	14.0	-12.6	3.0	15.0	0.1
CCOC(=O)C(C)Sc1ccc2nnc(CCNS(=O)(=O)c3ccc(C)cc3)n2n1 (centres undefined)	-8.4	3.1	-1.1	-4.5	3.9	-10.7	-1.3	7.0	-5.2	1.2
Cc1ccc2c(c1)CC1(CN2C)C(=O)NC(=O)N(c2cc(C)ccc2C)C1=O (centres undefined)	9.6	2.7	1.3	-0.6	-1.6	14.7	-3.0	-2.6	-6.2	-1.0
O=C(Cc1ccccc1)NCC(=O)N1CCN(c2ccc(F)cc2)CC1	-6.0	-2.9	-0.6	.	0.3	.	.	.	7.2	-5.1
Cc1nn(C)c(C)c1C(C)NC(=O)c1cc(COc2ccc(F)c(F)c2)on1 (centres undefined)	8.0	-6.9	-1.6	0.3	-2.1	1.8	-9.0	-1.6	-3.8	-1.9
CCOC(=O)Nc1ccc2c(c1)N(C(=O)CCN(C)C)c1ccccc1S2	7.5	-3.0	0.3	-5.7	-4.2	28.7	15.1	-14.0	-0.3	-12.9
O=C(Nc1cccc2oc(=O)ccc12)c1ccc([N+](=O)[O-])cc1[N+](=O)[O-]	5.2	-1.1	0.4	0.1	-18.5	-17.2	-6.1	1.9	9.3	0.1
Cc1cc2oc(C(=O)NC3CCS(=O)(=O)C3)cc(=O)c2cc1C (centres undefined)	10.7	3.7	2.6	-5.8	-0.3	14.2	-3.7	-10.3	3.4	-0.2

These rows are one share of the data; count on the stated rates, not on these rows.
